CCR6 antag = blocks CCL20-driven beta-arrestin recruitment at human CCR6; inhibition, % at 20 µM; P51684; 0.49% of 340,000 active; CHO-K1 CCR6 PathHunter beta-arrestin, luminescence, CCL20-stimulated;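 active means compounds whose inhibition of the agonist-driven luminescence signal at 20 µM reaches about 50%, limit read from the data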;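 further: cells stimulated with CCL20 at 14 nM final; plate controls were DMSO with CCL20 for no effect and DMSO without agonist for full effect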
Target sequence (P51684 whole entry, looked up): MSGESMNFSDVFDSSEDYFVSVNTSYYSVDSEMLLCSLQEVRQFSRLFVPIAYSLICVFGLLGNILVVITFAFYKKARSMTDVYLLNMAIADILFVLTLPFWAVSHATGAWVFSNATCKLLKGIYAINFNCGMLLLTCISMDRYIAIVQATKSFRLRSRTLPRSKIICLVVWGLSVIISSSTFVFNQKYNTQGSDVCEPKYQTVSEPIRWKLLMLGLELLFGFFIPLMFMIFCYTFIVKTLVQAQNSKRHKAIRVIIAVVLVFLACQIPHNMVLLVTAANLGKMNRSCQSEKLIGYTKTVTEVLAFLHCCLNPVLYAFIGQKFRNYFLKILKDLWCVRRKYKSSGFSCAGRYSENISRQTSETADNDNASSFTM
APJ antag = antagonists of human APJ apelin receptor; inhibition, % at 20 µM; AID 2521; CHO-K1 APJ beta-arrestin complementation, luminescence; 0.32% of 330,000 active; P35414;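 active means inhibition above about 40% at 20 µM, limit read from the data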;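 further: cells challenged with 10 nM apelin-13 agonist together with compound; plate controls were apelin-13 plus DMSO wells for no effect and DMSO wells lacking apelin-13 for full effect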
Target sequence (P35414 whole entry, looked up): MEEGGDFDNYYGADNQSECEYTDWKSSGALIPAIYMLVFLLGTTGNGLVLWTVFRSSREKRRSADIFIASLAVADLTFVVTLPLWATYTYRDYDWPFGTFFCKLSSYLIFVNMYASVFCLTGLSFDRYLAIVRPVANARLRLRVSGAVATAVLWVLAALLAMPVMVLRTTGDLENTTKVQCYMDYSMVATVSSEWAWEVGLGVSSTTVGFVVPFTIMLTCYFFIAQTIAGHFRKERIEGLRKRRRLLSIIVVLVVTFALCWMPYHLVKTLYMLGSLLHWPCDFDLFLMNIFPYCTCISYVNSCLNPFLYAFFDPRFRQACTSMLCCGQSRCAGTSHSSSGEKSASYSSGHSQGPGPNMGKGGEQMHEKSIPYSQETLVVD
CXCR6 inh = blocks human CXCR6 beta-arrestin recruitment; inhibition, % at 20 µM; CHO-K1 PathHunter CXCR6 beta-arrestin, luminescence; O00574; 0.36% of 360,000 active; in the data active means inhibition above about 34%, passing the limit was not always enough;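 further: antagonist mode with CXCL16 agonist at 10 nM final; 0% = 10 nM CXCL16 with DMSO and 100% = unstimulated wells without agonist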
UBC13 polyUb = inhibitors of human UBC13 polyubiquitin chain formation. 0.47% of 330,000 active. TR-FRET. inhibition, % at 20 µM. AID 485273. P61088; in the data active means inhibition above about 45%, passing the limit was not always enough
Target sequence (P61088 whole entry, looked up): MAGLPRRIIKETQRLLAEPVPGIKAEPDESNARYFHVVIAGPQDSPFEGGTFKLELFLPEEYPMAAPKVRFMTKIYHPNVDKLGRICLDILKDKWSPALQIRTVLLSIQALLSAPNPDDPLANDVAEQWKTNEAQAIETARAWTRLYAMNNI
EBI2 antag = antagonists of human EBI2 receptor; P32249; EBI2 beta-arrestin recruitment, luminescence, 7a,25-OHC stimulated; inhibition, % at 5 µM; 0.81% of 360,000 active; in the data active means inhibition above about 38%;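 further: enzyme fragment complementation signal reports receptor beta-arrestin coupling in cells; 0% = agonist plus DMSO wells and 100% = wells without agonist; some results beyond the cut were filed as inactive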
697 NFkB inh = inhibitors of the PMA/ionomycin-induced NF-kB reporter in 697 B cells; 0.33% of 330,000 active; inhibition, % at 4 µM; 697 B-cell NF-kB luciferase reporter, 16 h; in the data active means inhibition above about 35%
Gli-Sufu antag = blocks Gli-Sufu signaling in a luciferase reporter. Sufu-KO-LIGHT fibroblasts, Gli luciferase reporter luminescence. inhibition, % at 5 µM. 0.74% of 340,000 active. AID 588413;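 active means inhibition above about 55%, limit read from the data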;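 further: 0% = DMSO-treated cells and 100% = wells with medium but no cells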
Jurkat NFkB inh = inhibitors of the PMA/ionomycin-induced NF-kB reporter in Jurkat cells. PMA/ionomycin-induced NF-kB luciferase reporter, luminescence. 0.53% of 330,000 active. AID 435003. inhibition, % at 4 µM; in the data active means inhibition above about 50%
* hit, by the source's call; x = no result given.

Screens in order – EBI2 antag | Jurkat NFkB inh | APJ antag | 697 NFkB inh | CXCR6 inh | UBC13 polyUb | Gli-Sufu antag | CCR6 antag
Cc1ccc(C(=O)NCc2cccnc2)cc1S(=O)(=O)Nc1ccccc1
    2 | -12 | -24 | -15 | -7 | -1 | -5 | -2
CCn1c(Oc2ccccc2C)nc2c1c(=O)n(C)c(=O)n2C
    0 | -5 | -1 | -26 | -2 | 2 | -4 | 7
COc1ccc(C(CNC(=O)CNC(=O)c2ccccc2Cl)N2CCCC2)cc1 (stereo unspecified)
    -17 | 10 | 17 | 15 | 8 | 14 | 8 | -7
O=C(O)Cn1c(=O)cnc2ccccc21
    -8 | 2 | 14 | 17 | 3 | 9 | 2 | 11
O=C(NCCCn1ccnc1)c1cn(Cc2ccc(F)cc2)nn1
    -1 | -28 | 8 | -48 | 0 | -9 | -22 | 8
CCn1c(=O)n(CC)c2cc(NC(=O)c3ccccc3Cl)ccc21
    0 | -8 | 8 | 12 | 9 | 5 | 7 | -2
O=C(CCN1C(=O)c2ccccc2C1=O)N(CCO)Cc1ccccc1
    -17 | 2 | 2 | -1 | 1 | 3 | 12 | 11
CN(C(=O)Cn1cnc2sccc2c1=O)C1CCCCC1
    -5 | 1 | -10 | -12 | -2 | 1 | -4 | 2
COc1ccc(S(=O)(=O)Nc2cc(C)cc(C)n2)c2ccccc12
    -28 | -6 | -50 | -12 | -6 | -5 | 0 | 7
COC(=O)Cc1ccc(NC(=S)NN2CCOCC2)cc1
    -10 | 14 | 19 | -10 | 1 | -8 | 1 | 1
Cc1ccc(S(=O)(=O)CCC(=O)OCc2nnc(-c3ccc([N+](=O)[O-])cc3)o2)cc1
    -9 | x | x | x | -6 | x | -5 | -8
CCN(C(=O)Cc1c(C(=O)O)n(C)c2ccccc12)c1ccc(F)cc1
    -7 | 3 | 1 | 1 | -2 | -6 | 4 | 9
Cc1ccc(C(=O)NCC(=O)NCC(=O)OCC(=O)c2cccs2)cc1
    -3 | 8 | -1 | -9 | 2 | 5 | 0 | -17
N#CC1=C(N)OC2=C(CCc3ccccc32)C1c1ccccc1Cl (stereo unspecified)
    7 | -5 | 2 | -10 | 4 | 2 | 11 | 16
CC(C)(C)c1ccc(O)c(O)c1
    4 | 8 | 6 | 19 | -4 | 8 | 5 | -4

Further compounds follow:
Screens in order – EBI2 antag | Jurkat NFkB inh | APJ antag | 697 NFkB inh | CXCR6 inh | UBC13 polyUb | Gli-Sufu antag | CCR6 antag
N#Cc1nc(COc2ccccc2Cl)oc1N1CCCCCC1
    31 | 5 | 1 | -18 | 3 | 6 | 14 | 17
COc1ccc(NS(=O)(=O)c2ccc(NS(=O)(=O)c3ccc(SC)cc3)cc2)c(OC)c1
    3 | 1 | 9 | 4 | 4 | -7 | 2 | 7
Cc1ccc(NC(=O)c2ncn(CC(=O)N3CCN(c4ccccn4)CC3)n2)cc1C
    4 | x | x | 13 | -8 | x | -1 | 11
CCn1c(SCC(=O)N2CCCC2)nc2c(c1=O)SCC2
    -19 | 9 | -8 | -14 | 3 | -12 | -11 | -17
O=C(CSc1nc2[nH]ncc2c(=O)n1-c1ccccc1Br)NCc1ccccc1Cl
    -7 | -9 | 1 | 14 | -7 | -1 | 9 | 11
COCCNC(=S)N/N=C(\C)c1ccccc1OC
    3 | 11 | -3 | -10 | -8 | -8 | 7 | 8
Cc1nnc(NC(=O)CSc2ncnc3c2cnn3-c2ccccc2C)s1
    -2 | -11 | -13 | 1 | -3 | 5 | 1 | -14
CN(CC12CC3CC(CC(C3)C1)C2)C(=O)c1ccco1
    -1 | -2 | -1 | 7 | 16 | 8 | -49 | 22
CC(=O)OC[C@]1(OC(C)=O)C[C@@]23CC[C@H]4[C@@](C)(CCC[C@@]4(C)C(=O)O)[C@@H]2CC[C@@H]1C3
    -16 | 7 | -8 | 11 | -8 | -30 | 2 | -7
CCN(CC)CCOc1ccc(Br)cc1
    -4 | 1 | 13 | 20 | 7 | -2 | -1 | 13
COc1ccccc1-n1cnc2cc(NS(=O)(=O)c3ccccc3)ccc21
    4 | -18 | -4 | -48 | -1 | -2 | -19 | 7
Cc1ccc(C2(C)NC(=O)N(Cc3c(C)noc3C)C2=O)cc1 (stereo unspecified)
    7 | -3 | -12 | -1 | -6 | -1 | -3 | -6
Cc1ccc(-c2nnc(SCC(=O)Nc3ccc4c(c3)oc3ccccc34)n2C)c(Cl)c1
    15 | 1 | 0 | -33 | 4 | 3 | -36 | 11
Cc1cccc(-n2c(SCc3cc(=O)n4ccsc4n3)nc3ccccc32)c1
    -2 | 0 | -5 | 9 | -3 | -2 | 3 | 12
CCOC(=O)Nc1ccc(C(=O)NCC2CCCO2)cc1 (stereo unspecified)
    -6 | 8 | -14 | 3 | 0 | 5 | -1 | 1

Next part.
Screens in order – EBI2 antag | Jurkat NFkB inh | APJ antag | 697 NFkB inh | CXCR6 inh | UBC13 polyUb | Gli-Sufu antag | CCR6 antag
Cc1cc(/C=C(\C#N)C(=O)Nc2ccc(F)cc2)c(C)n1-c1ccc(N2CCOCC2)c([N+](=O)[O-])c1
    30 | 25 | 3 | -12 | 3 | -12 | 18 | 16
Cc1cccc(C)c1OCC(O)CNC(C)C (stereo unspecified)
    -4 | -15 | -1 | 5 | 1 | 4 | -2 | -1
COc1ccc(C(=O)O)cc1NC(=S)NC(=O)CSc1ccc(Cl)cc1
    0 | 15 | 6 | 2 | 1 | -4 | 0 | 14
COC(=O)c1ccc(OCC(=O)NCCC2=CCCCC2)c(OC)c1
    4 | 13 | -5 | 5 | 5 | 15 | -7 | -1
CN(CC(=O)Nc1cccc(F)c1)C(=O)c1cc(S(=O)(=O)N2CCCCC2)ccc1N1CCOCC1
    3 | 11 | 14 | 22 | 6 | 0 | 3 | 14
COc1ccc(-c2sc3ccccc3c2C#CCCO)cc1
    -1 | -20 | 9 | 3 | -14 | 13 | -2 | -5
N#Cc1c(-c2ccc(Cl)cc2)c(-c2ccc(Cl)cc2)nn(CCOC(=O)CCC(=O)O)c1=O
    2 | x | x | x | 4 | x | -9 | 19
NC(=O)c1sc2nc(-c3ccccc3)c3c(c2c1N)CCCC3
    6 | -1 | 47* | 1 | 13 | 24 | -3 | 11
COc1ccc2[nH]c(=O)c(CN(c3ccc(C)c(C)c3)S(C)(=O)=O)cc2c1
    7 | -15 | -7 | 5 | -5 | 5 | 15 | 9
C=CCSC1=Nc2sccc2C2=NC(=O)CN12
    -30 | 11 | 12 | 11 | 1 | 1 | 7 | 0
CCOCCn1c(COc2ccccc2)nc2ccccc21
    8 | -12 | 20 | 9 | 7 | 3 | -10 | 16
CCOc1ccccc1N1CCN(C(=O)c2ccc(NS(=O)(=O)c3ccc4[nH]c(=O)[nH]c4c3)cc2)CC1
    -2 | 19 | -2 | 8 | -4 | -2 | -9 | 5
CCCC(=O)Nn1cnc2c(c1=O)C1(CCCC1)Cc1ccccc1-2
    -1 | -3 | 12 | 13 | 8 | 8 | 0 | -4
O=C(NCCCN1CCN(c2ccc(F)cc2)CC1)c1cccc(N2CCCC2=O)c1
    -9 | 6 | -7 | -5 | -2 | 4 | 18 | 14
C=CCc1cc(C)cc(C)c1OCCn1cncn1
    -1 | -7 | -6 | 4 | 11 | -1 | -26 | 9

3 entries from above, ordered by molecular weight, falling:
Screens in order – EBI2 antag | Jurkat NFkB inh | APJ antag | 697 NFkB inh | CXCR6 inh | UBC13 polyUb | Gli-Sufu antag | CCR6 antag
CCOc1ccccc1N1CCN(C(=O)c2ccc(NS(=O)(=O)c3ccc4[nH]c(=O)[nH]c4c3)cc2)CC1
    -2 | 19 | -2 | 8 | -4 | -2 | -9 | 5
CN(CC(=O)Nc1cccc(F)c1)C(=O)c1cc(S(=O)(=O)N2CCCCC2)ccc1N1CCOCC1
    3 | 11 | 14 | 22 | 6 | 0 | 3 | 14
N#Cc1c(-c2ccc(Cl)cc2)c(-c2ccc(Cl)cc2)nn(CCOC(=O)CCC(=O)O)c1=O
    2 | x | x | x | 4 | x | -9 | 19

Continued.
Screens in order – EBI2 antag | Jurkat NFkB inh | APJ antag | 697 NFkB inh | CXCR6 inh | UBC13 polyUb | Gli-Sufu antag | CCR6 antag
CN1CCN(CC(=O)N2c3ccccc3C(=O)Nc3cccnc32)CC1
    x | 7 | 10 | -6 | x | 10 | x | x
COC(=O)C(C)(C(=O)OC)c1ccc(C(F)(F)F)cc1[N+](=O)[O-]
    3 | -9 | -8 | 2 | -2 | -14 | -7 | 9
Cc1cc(C)c(C)c(S(=O)(=O)NNC(=O)c2cccc(S(=O)(=O)N3CCOCC3)c2)c1C
    0 | 8 | 10 | 15 | -1 | 0 | 7 | 2
O=C(NNC1=NCCN1Cc1ccccc1)c1cccc(C(F)(F)F)c1
    -12 | 5 | 11 | 11 | 1 | 8 | -2 | 22
Cc1nn(-c2ccccc2)c(Cl)c1/C=N\NC(=O)c1cncc(Br)c1
    -6 | -7 | 0 | -15 | 2 | 26 | 2 | 3
C(=N\c1nccs1)/c1c[nH]c2ccccc12
    0 | -4 | 3 | 10 | -3 | -3 | 2 | -13
O=C(NN1C(=O)/C(=C/c2cc([N+](=O)[O-])ccc2O)SC1=S)c1ccccc1O
    x | 5 | 9 | -15 | x | -17 | x | x
CC(C)CC(NC(=O)c1cccs1)c1nnc(SCc2ccc(Cl)c(Cl)c2)n1C (stereo unspecified)
    11 | 3 | 0 | -9 | 10 | 7 | 10 | 10
Cc1c(NC(=O)COC(=O)c2ncc(Cl)c(Cl)c2Cl)c(=O)n(-c2ccccc2)n1C
    0 | 6 | -3 | 11 | 4 | 5 | -4 | -3
COC(=O)c1ccc(O)c(Sc2cc(C(=O)OC)ccc2O)c1
    0 | 9 | 16 | 15 | -8 | 24 | 20 | 4
O=C(C1CCC1)N1CCN(S(=O)(=O)c2ccc(Br)cc2Cl)CC1
    6 | 10 | 1 | -21 | -8 | -4 | 0 | 0
CC(O)[C@H](NC(=O)C1(c2ccccc2)CCN(C(=O)OC(C)(C)C)CC1)C(=O)O (stereo partly specified)
    2 | -11 | -7 | 9 | 2 | 0 | 12 | 4
CCCOc1ccc(CCC(=O)N/N=C/c2ccc([N+](=O)[O-])o2)cc1
    0 | -21 | -17 | 6 | -6 | -16 | -10 | 1
O=C(Nc1ccc(S(=O)(=O)N2CCCCCC2)cc1)c1c(F)cccc1F
    -10 | 9 | 10 | -17 | 10 | -7 | 7 | 13
Cc1cccc(N(Cc2ccccc2)C(=O)c2ccccc2F)c1
    3 | 6 | 1 | 14 | 3 | -6 | -1 | 15

Later entries:
Screens in order – EBI2 antag | Jurkat NFkB inh | APJ antag | 697 NFkB inh | CXCR6 inh | UBC13 polyUb | Gli-Sufu antag | CCR6 antag
CCO[C@H]1OC(C(=O)N2CCN(C)CC2)=C[C@@H](c2ccc(Br)cc2)[C@@H]1CCCO
    -4 | -18 | 2 | -32 | 7 | -18 | 20 | -1
Cc1ccc(C)c(N2CCN(S(=O)(=O)c3ccc(-c4ccc(=O)[nH]n4)o3)CC2)c1
    11 | 2 | 1 | 5 | -2 | 9 | -10 | 2
CN(C)C(=S)NC(=O)C(c1ccccc1)c1ccccc1
    7 | -17 | -4 | -5 | 1 | 0 | -2 | 11
CCOC(=O)c1c(-c2ccc(OC)cc2)csc1NC(=O)COc1ccc2c(C)cc(=O)oc2c1
    12 | 23 | -2 | 0 | -1 | -6 | 17 | 1
COc1ccc(CCN2C(=O)CC(NNC(=O)c3ccc(F)cc3)C2=O)cc1OC (stereo unspecified)
    4 | 17 | 3 | 8 | 6 | 3 | 4 | 9
COc1ccc(-c2[nH]ncc2CN(Cc2nccn2C)C(C)C)c(F)c1
    3 | 4 | 6 | 8 | -1 | 4 | 5 | 3
CCOc1cc(N2CCOCC2)c(OCC)cc1NC(=O)C1CC(=O)N(c2ccccc2OCC)C1 (stereo unspecified)
    -15 | -6 | -1 | -7 | -12 | -8 | -9 | -3
CC1CCCCC1NC(=O)CCNS(=O)(=O)c1ccc(Cl)cc1 (stereo unspecified)
    7 | 12 | 23 | 2 | -1 | 0 | -9 | 5
Cc1n[nH]c(=O)c2c(NC(=O)CSc3nncn3C(C)C)oc(C)c12
    12 | 2 | 15 | 18 | -7 | 12 | -2 | -2
C[C@H](CO)N1C[C@H](C)[C@@H](CN(C)S(=O)(=O)c2ccccc2)Oc2c(NS(=O)(=O)c3ccc(F)cc3)cccc2C1=O
    7 | -9 | -5 | 12 | -1 | -12 | 5 | 4
Cc1cc(-n2c(C)cc(C(=O)CSc3nnnn3-c3ccccc3)c2C)no1
    25 | -2 | 10 | 3 | -6 | 6 | 4 | 7

Screening data deposited in PubChem by Sanford-Burnham Center for Chemical Genomics.
